# DUSP1 inh: inhibitors of human MKP-1 phosphatase; recombinant MKP-1, OMFP hydrolysis fluorescence; inhibition, %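 (compounds tested at a single concentration somewhere between 10 and 100 µM)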; 0.15% of 65,000 active; AID 374;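 active = inhibition above about 50%, limit read from the data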;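 also: 0% = DMSO max control wells and 100% = wells with enzyme stopped by NaOH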
# Cdc25B block: human M-phase inducer phosphatase 2 inhibition; recombinant Cdc25B, OMFP fluorescence Ex485/Em525; inhibition, %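 (compounds tested at 10 µM final in the well)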; 0.1% of 65,000 active; AID 368; in the data active = inhibition above about 50%
# SF-1 act: activators of human nuclear receptor SF-1; AID 522; 1.9% of 65,000 active; CHO-K1 Gal4-SF-1 LBD luciferase reporter; % increase over DMSO SF-1-specific signal; activation, % at 10 µM;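 active = activation above the mean activation of all tested compounds plus 3 SD, cut at about 50% in these data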
#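 Material: Transient Gal4-SF-1 LBD reporter, CHO-K1 | Input: 4,000 cells/well | Dosing: One dose, 10 µM compound, 1% DMSO | Incubation: 20 h compound treatment, 37 °C | Detection: SteadyLite luciferase luminescence | Evaluation: Percent activation relative to DMSO median and mock-transfected background | Benchmarks: DMSO-treated SF-1-transfected cells as negative, DMSO-treated mock-transfected cells lacking SF-1 as background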
# FXIIa inh mix: inhibitors of human coagulation factor XIIa, pooled mixtures | P00748 | purified FXIIa, fluorogenic substrate | inhibition, % at 5 µM | 0.2% of 62,000 active; in the data active = inhibition above about 20%, passing the limit was not always enough;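 also: 0% = enzyme without compound and 100% = no enzyme blank; some results filed as inactive read as strong as hits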
# D1 mod: allosteric modulators of human D1 dopamine receptor. HEK293 D1, CRE-luciferase, dopamine EC30 potentiation; actives deviate in either direction. 5.9% of 58,000 active. B-score at 10 µM. AID 641;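 active = luminescence count or its row- and column-corrected plate score outside the 99.7% band of the plate's sample wells, on either side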
# RORA act: RORA (human) activation | 1.5% of 65,000 active | CHO-K1 Gal4-RORA LBD luciferase reporter, luminescence; percent increase over mock-subtracted basal signal | P35398 | AID 560 | activation, % at 10 µM;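 active = activation above the mean of all tested compounds plus 3 SD, cut at about 49% in these data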;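 also: 0% = DMSO-treated RORA cells and 100% = added signal equal to DMSO minus mock-transfected cells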
# Hsp90 inh: displaces geldanamycin probe from tumor Hsp90 | P07900 | NCI-N417 lysate Hsp90, Cy3B-geldanamycin FP displacement | inhibition, % at 30 µM | 0.35% of 64,000 active;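 active = inhibition above 50%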;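 also: 0% = tracer plus lysate wells and 100% = tracer alone without lysate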
# TNAP act DEA: activators of human TNAP at intermediate phosphate acceptor. P05186. purified TNAP, CDP-star luminescence, 100 mM DEA, 30 min; stronger effect = higher value; scale: 0 levamisole-inhibited, 1 vehicle-only enzyme. activation factor at 20 µM. 64,000 tested, under 10 active. AID 813;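 active = activation factor of at least 2 at 20 µM, relative to controls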
# Her2 expr inh: inhibitors of human Her2 kinase expression. P04626. SKBR-3 HER2 protein level, AlphaScreen, 18-24 h; stronger effect = lower value. HER2 level % of control, % at 10 µM. 0.69% of 65,000 active. AID 645;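 active = HER2 level under 5% of the carrier-only control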;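 also: 100% = DMSO carrier and 0% = 500 nM PU-H71 HSP90 inhibitor; lower value means stronger loss of Her2 protein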
# Target sequence (P04626 whole entry, looked up): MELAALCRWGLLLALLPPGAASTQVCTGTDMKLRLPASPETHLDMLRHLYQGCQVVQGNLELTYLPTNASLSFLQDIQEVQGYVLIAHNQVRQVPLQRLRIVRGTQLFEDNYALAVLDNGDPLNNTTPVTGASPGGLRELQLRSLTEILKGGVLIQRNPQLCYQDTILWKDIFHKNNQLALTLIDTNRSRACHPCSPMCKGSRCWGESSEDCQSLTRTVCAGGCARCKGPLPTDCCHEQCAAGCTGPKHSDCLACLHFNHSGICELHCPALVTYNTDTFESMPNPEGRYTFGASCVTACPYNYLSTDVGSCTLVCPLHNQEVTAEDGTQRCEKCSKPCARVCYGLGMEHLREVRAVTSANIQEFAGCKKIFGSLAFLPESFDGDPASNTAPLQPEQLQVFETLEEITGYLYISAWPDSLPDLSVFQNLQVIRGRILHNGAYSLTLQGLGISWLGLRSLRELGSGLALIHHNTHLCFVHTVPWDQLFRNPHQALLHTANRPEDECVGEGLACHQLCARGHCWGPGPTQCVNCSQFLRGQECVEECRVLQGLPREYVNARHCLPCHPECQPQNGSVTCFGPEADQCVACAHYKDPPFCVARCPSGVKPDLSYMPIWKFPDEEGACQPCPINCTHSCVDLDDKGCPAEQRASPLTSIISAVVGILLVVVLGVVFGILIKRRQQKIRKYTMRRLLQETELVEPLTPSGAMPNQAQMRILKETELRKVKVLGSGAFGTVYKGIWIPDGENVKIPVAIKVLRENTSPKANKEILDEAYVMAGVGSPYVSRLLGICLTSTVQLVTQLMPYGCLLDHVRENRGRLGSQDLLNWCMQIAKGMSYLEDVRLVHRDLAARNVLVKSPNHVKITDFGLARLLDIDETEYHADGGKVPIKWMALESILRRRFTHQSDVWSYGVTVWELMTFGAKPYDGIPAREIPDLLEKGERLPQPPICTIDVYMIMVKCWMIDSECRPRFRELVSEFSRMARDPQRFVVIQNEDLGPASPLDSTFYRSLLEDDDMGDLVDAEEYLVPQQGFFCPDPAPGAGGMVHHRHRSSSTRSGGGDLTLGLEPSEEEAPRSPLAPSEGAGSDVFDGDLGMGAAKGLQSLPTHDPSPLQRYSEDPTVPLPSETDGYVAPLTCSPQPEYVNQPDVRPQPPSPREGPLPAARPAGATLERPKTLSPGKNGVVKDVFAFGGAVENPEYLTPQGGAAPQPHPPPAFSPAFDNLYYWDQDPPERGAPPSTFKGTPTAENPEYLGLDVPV
# The depositor's hits bear a star; . = not tested or not shown. An unsorted share of the library; 8.9% or so of the library scored in one or more.
SMILES,DUSP1 inh,Cdc25B block,SF-1 act,FXIIa inh mix,D1 mod,RORA act,Hsp90 inh,TNAP act DEA,Her2 expr inh
Oc1ccc(-c2nc3ncccn3c2Nc2ccc3c(c2)OCO3)cc1,27,-1,20,-15,-0.59,19,6,0.9,89
COc1ccc(S(=O)(=O)N2CCC(C(N)=O)CC2)c2ccccc12,-11,-6,8,6,-0.65,-4,-1,0.9,108
CCN(CC)c1ccc(C2C(C(=O)OCCOC)=C(C)NC3=C2C(=O)CCC3)cc1 (configuration not stated),11,-17,-7,2,.,7,-1,0.9,78
CCOCCCn1c(SCC(=O)Nc2ccc(C(N)=O)cc2)nc2ccccc2c1=O,1,2,-8,-2,0.018,-4,-6,0.9,96
O=C(NCCN1CCCCC1)c1c(O)c2ccccc2[nH]c1=O,-12,4,17,9,-0.48,4,9,0.9,94
CCC(Oc1ccccc1)C(=O)N1CCC(C(N)=O)CC1 (configuration not stated),2,-6,14,-18,0.9,20,-1,1,121
COc1ccc(C)cc1NC(=O)c1nnn(Cc2cccc(F)c2)c1N,4,0,9,0,0.59,-10,-3,0.8,93
COC(=O)C(O)(NC(=O)NC(C)=O)C(F)(F)F (configuration not stated),14,-22,10,10,-0.51,28,0,1,288
CC(C)CCN1C(=O)c2ccc(C(=O)NCC3CCCO3)cc2C1=O (configuration not stated),9,4,7,-16,.,-4,-1,0.9,56
Cc1ccc(CSC2=Nc3ccccc3C3=NC(CC(=O)NCc4ccco4)C(=O)N23)cc1 (configuration not stated),44,27,37,-13,.,11,-7,0.9,113
CC(C(=O)Nc1ccccc1-c1ccccc1)N1CCN(C(=O)c2ccco2)CC1 (configuration not stated),3,-6,-18,10,0.48,-17,-2,0.9,63
COc1cc(OC)cc(-c2cc3nc4c(c(N5CCN(c6cnccn6)CC5)n3n2)CCCC4)c1,26,-7,19,9,-3.3*,27,-3,0.9,78
CCc1nnc(N2CCN(c3ncnc4c3oc3ccccc34)CC2)s1,4,-10,-12,6,-0.033,-2,-1,1,61
CCc1ccccc1N(CC(=O)Nc1cccc(N(C)S(C)(=O)=O)c1)S(C)(=O)=O,-1,-3,-6,-16,-0.37,20,-6,1,88
COCC(=O)Nc1cccc(Br)c1,2,-12,4,20,-1.4,5,-2,1,93
COCCCNC(=O)c1c(N)n(/N=C/c2cccs2)c2nc3ccccc3nc12,-7,24,-11,.,.,-14,-5,0.9,52
CCOC(=O)N1CCN(C(=O)CCCN2C(=O)CSc3nc(C)cc(C)c32)CC1,2,-13,-13,12,-0.0087,11,-3,0.9,88
CCCCN(C)C(=O)C1CCN(CCCc2ccccc2)CC1,24,7,-5,5,-0.76,16,-5,1,102
Cc1ccc(-c2nc3ccccc3n3nnnc23)cc1,14,-8,43,12,0.69,7,-2,1,123
Cc1ccc(C)c(NC(=O)CSc2nnc(Cc3cccn3C)n2-c2ccc(F)cc2)c1,1,-9,6,13,-0.012,-9,-3,1,108
COc1ccc(OC)c(NC(=O)CSc2nnc(CNc3ccc(C)cc3C)o2)c1,-4,-16,0,-1,0.58,-19,1,1,119
CCOC(=O)C1=C(c2ccccc2)NC(SCC(=O)Nc2ccccc2C)=C(C#N)C1c1ccco1 (configuration not stated),-12,5,-7,.,0.23,-2,-3,0.8,70
Cc1occc1-c1nnc(SCC(=O)N2CCN(c3ccc(F)cc3)CC2)n1C,26,-7,4,12,-0.49,-6,0,1,100
CSc1cccc(NC(=O)CN2C(=O)c3ccccc3S2(=O)=O)c1,-4,-6,-24,-1,-2.1,-19,-2,0.9,75
O=C(Cn1c(=O)n(Cc2ccco2)c(=O)c2ccccc21)Nc1cccc(Cl)c1,4,3,6,-23,-0.46,-11,-3,0.9,101

# Additional compounds:
SMILES,DUSP1 inh,Cdc25B block,SF-1 act,FXIIa inh mix,D1 mod,RORA act,Hsp90 inh,TNAP act DEA,Her2 expr inh
CCOc1ccc(N2CC(C(=O)NCCC3=CCCCC3)CC2=O)cc1 (configuration not stated),10,-9,-2,-1,-0.088,12,-1,0.9,119
O=C(CC1NCCNC1=O)OCCCc1ccccc1 (configuration not stated),3,-4,-12,18,-0.064,-3,-1,1,97
O=C1CCC(=O)c2oc3ccccc3c2N1,18,-3,-18,21*,-0.034,6,-2,0.9,88
Cc1ccc(C)n1CCN1CCN(C(=O)CSc2nc3ccccc3nc2N2CCOCC2)CC1,9,1,1,-17,.,-25,-6,0.8,70
CC1=C(C(=O)Nc2ccccc2)C(c2ccncc2)C(C#N)=C(SCC(=O)NC2CC2)N1 (configuration not stated),8,8,-6,11,0.003,0,2,1,57
CN(C)C(=O)CSc1nc(SCC(=O)N(C)C)n(-c2ccccc2)n1,14,-8,4,9,0.18,0,-3,0.9,.
O=C(CCn1nc(-c2ccc(Cl)cc2)ccc1=O)NCCCN1CCCCCC1,-24,-18,4,4,.,1,-3,0.9,87
Cc1ccc2c(c1)[nH]c1c(N3CCN(Cc4ccccc4)CC3)ncnc12,2,4,-50,-2,-3.9,-23,-13,1.1,31
O=C(Cn1ncc2c(=O)oc3ccccc3c21)NCCCN1CCCC1=O,2,-5,-6,3,0.0057,-3,1,0.9,86
CCOC(=O)c1cnc2c(C#N)c(C)nn2c1-c1ccccc1,38,-11,2,11,3.4,-10,-6,0.9,106
COc1ccccc1-c1nnc(SCC(=O)N2CCC(C)CC2)o1,-14,-23,-1,8,3.1*,-14,-2,0.9,87
CC(C)CCN(C(=O)CNC(=O)c1ccco1)C(C(=O)NC1CCCCC1)c1ccco1 (configuration not stated),32,1,6,2,-0.8,-5,-2,0.9,108
O=C1C2ON(c3ccccc3)C(c3cccnc3)C2C(=O)N1Cc1ccccc1 (configuration not stated),-12,-14,-2,.,.,-15,-1,0.9,106
O=S(=O)(c1ccccc1F)N(Cc1ccco1)Cc1nnc(-c2ccccc2Br)o1,23,-5,-5,6,-0.19,-33,-1,0.9,79
CCn1c(SCc2c(F)cccc2Cl)nnc1-c1ccco1,2,-4,14,4,.,-5,-1,0.8,85
CCN(CC(=O)NCc1cccs1)S(=O)(=O)c1cccc(C(C)=O)c1,4,-5,-9,2,0.014,-12,-4,1,107
O=C1C2(c3ccccc3)CN(CCCO)CC1(c1ccccc1)CN(CCCO)C2,-3,-1,-9,12,-0.11,-1,-5,0.9,92
Cn1c(SCc2nc3ccccc3[nH]2)nnc1-c1ccccn1,20,-1,4,10,0.41,-1,-2,1,89
CN(Cc1ccccc1)Cc1nc2c(c(=O)n(C)c(=O)n2C)n1CCCc1ccccc1,16,-5,1,.,-0.67,25,-1,.,135
Cc1ccccc1OCCn1c(=O)oc2ccccc21,5,-30,-2,4,0.12,-24,-2,0.9,83
O=C(CN(CC1CCCO1)C(=O)CCC(=O)Nc1nccs1)NCc1ccc2c(c1)OCO2 (configuration not stated),-10,5,-23,2,-0.44,-11,2,1,102
CCCCNC(=O)CS(=O)Cc1nc(-c2cccs2)oc1C (configuration not stated),10,-7,-3,3,1.1,-14,-4,1,117
CN1Cc2sc(N)c(C#N)c2CC1(C)C,-23,-4,-3,-3,0.018,6,-5,0.9,105
FC(F)Sc1nnc(-c2cccs2)n1-c1ccccc1,0,-3,0,0,6.9*,-14,-2,0.9,59
CCOc1ccccc1N1CC(C(=O)Nc2nccs2)CC1=O (configuration not stated),4,2,10,-12,.,-6,3,0.8,101

# Carrying on.
SMILES,DUSP1 inh,Cdc25B block,SF-1 act,FXIIa inh mix,D1 mod,RORA act,Hsp90 inh,TNAP act DEA,Her2 expr inh
Cc1ccc(C)c(-n2c(SCC(=O)NCC3CCCO3)nnc2-c2ccoc2C)c1 (configuration not stated),-3,-20,-9,11,0.46,-10,0,1,92
CCOc1cc(C)c(Cl)cc1S(=O)(=O)NCC1CCCO1 (configuration not stated),-4,-2,9,-1,2.1,-1,-2,1,100
COc1ccc(N2CCn3c2nc2c3c(=O)n(CCc3ccccc3)c(=O)n2C)c(OC)c1,12,1,-17,7,-1.4,15,-3,1,75
C=CCSc1nnc(NC(=O)CSc2nc3ccccc3o2)s1,6,17,3,-14,-0.35,-12,-11,1,82
COc1ccc(CC(=O)Nc2nccs2)cc1OC,15,-3,.,.,.,.,-9,.,98
CCOc1ccc(CCNC(=O)C2CCN(c3ccc(N4CCOCC4)nn3)CC2)cc1OCC,41,-4,-2,-15,0.78,-6,-1,1,93
O=C(Nc1ccc2c(c1)OCCO2)c1ccc2nccnc2c1,10,6,32,11,.,-4,-3,0.9,125
CCCn1c(N)c(C(=O)CSc2nnc(-c3ccco3)n2Cc2ccccc2)c(=O)[nH]c1=O,31,0,2,1,-0.19,-4,-3,1,78
Cc1nc2sc(C(c3ccco3)N3CCN(C(c4ccccc4)c4ccccc4)CC3)c(O)n2n1 (configuration not stated),20,4,-3,5,-0.43,3,-2,1,83
Nn1cc(-c2ccccc2)nc1SCC(=O)N1CCN(S(=O)(=O)c2ccccc2)CC1,15,-3,3,3,0.58,-2,-2,0.9,96
COC(=O)C1=C(C)Nc2ccc(C)cc2S1,-1,7,4,10,8.7*,1,-4,0.9,131
Cn1c(Cc2ccccc2)nnc1SCC(=O)N1CCOCC1,14,-10,-4,-2,-1.2,8,1,1,103
Cn1c(=O)[nH]c(=O)c2c1nc(CN1CCN(c3cccc(Cl)c3)CC1)n2CCCc1ccccc1,40,-1,6,-19,0.94,13,-3,0.9,65
OC(CNCC(c1ccco1)N1CCCCC1)c1ccccc1 (configuration not stated),-3,-1,-9,12,0.038,-1,-3,0.9,109
Cn1c(=O)c2c(nc(CN3CCN(Cc4ccccc4)CC3)n2Cc2ccc(F)cc2)n(C)c1=O,-3,-17,1,3,0.63,-2,-3,0.9,99
c1ccn(-c2ncnc3sc4c(c23)CCCC4)c1,29,2,14,1,7.6*,-4,-1,0.9,113
Cc1ccc(OCC(=O)N(C)CCc2ccccn2)cc1,-18,15,11,.,0.0026,-11,0,0.9,102
O=C(Nc1ccon1)c1ccc(S(=O)(=O)N2CCCCCC2)cc1,2,-17,8,8,0.008,7,-2,1,115
Cc1noc(C)c1C(=O)OCC(=O)c1c(N)n(CC(C)C)c(=O)n(C)c1=O,5,-21,-9,4,1.8,22,-5,1,80
N#CC(C(=O)Nc1ccc(Cl)cc1)=C1Nc2ccccc2N1,15,42,25,4,-0.19,-3,-2,0.9,69
Cc1ccc(-n2nnc3c(=O)n(CC(=O)OCc4ccccc4)cnc32)cc1,1,5,-6,18,.,-14,-1,0.9,117
O=C(O)c1ccc(NS(=O)(=O)c2ccc3c(c2)OCCO3)cc1,10,-8,-10,9,0.37,2,-1,0.9,92
Oc1ccc(-c2nnc(SCC3CCCCC3)o2)cc1,-15,-5,64*,14,0.18,59*,3,0.9,163
CCC1CCCCN1C(=O)Nc1cccc(NC(=O)N2CCCCC2CC)c1 (configuration not stated),22,4,-2,1,0.11,14,0,0.9,68
Cc1csc(NC(=O)Nc2cccc(Cl)c2)n1,-3,-7,63*,4,-0.24,70*,-4,0.9,74
O=C1c2ccccc2-c2nccnc21,3,-15,27,-20,-0.065,-9,-5,1,84

# Retrieved one by one from above:
SMILES,DUSP1 inh,Cdc25B block,SF-1 act,FXIIa inh mix,D1 mod,RORA act,Hsp90 inh,TNAP act DEA,Her2 expr inh
Nn1cc(-c2ccccc2)nc1SCC(=O)N1CCN(S(=O)(=O)c2ccccc2)CC1,15,-3,3,3,0.58,-2,-2,0.9,96
Cc1noc(C)c1C(=O)OCC(=O)c1c(N)n(CC(C)C)c(=O)n(C)c1=O,5,-21,-9,4,1.8,22,-5,1,80
Cc1csc(NC(=O)Nc2cccc(Cl)c2)n1,-3,-7,63*,4,-0.24,70*,-4,0.9,74
Cn1c(Cc2ccccc2)nnc1SCC(=O)N1CCOCC1,14,-10,-4,-2,-1.2,8,1,1,103
